MEKK2 WT-MEK5: raises or lowers MEK5 binding to wildtype human MEKK2 PB1 domain; AID 1531; 290,000 tested, 1.1% active; bead flow cytometry, Alexa488-MEK5 binding to MEKK2 WT; actives lie on both sides; binding response (% of control), % at 10 µM; in the data active means binding response below about 67% or above about 130%
MEKK2 mut-MEK5: signal of MEK5 binding to mutant human MEKK2 PB1 domain; bead flow cytometry, Alexa488-MEK5 binding to MEKK2 mutant; percent response, % at 10 µM; 290,000 tested, 0.35% active; in the data active means percent response above about 24%, passing the limit was not always enough; further: inactives centre near 1; some results filed as inactive read as strong as hits; reference of the scale not given here
p-CIP stab down: compounds decreasing mouse p/CIP protein stability | Q05BA5 | F442A p/CIP-EGFP cells, EGFP fluorescence, 16 h | decrease of EGFP signal, % at 10 µM | AID 1984 | 290,000 tested, 0.01% active;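 active means EGFP signal decrease of at least 30% at 10 µM or well 3 SD below plate mean, unless failing retest; inactive means the rest, including hits failing retest or dose response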; further: some compounds called inactive have numbers as strong as hits; many of its hits are not listed in these tables
SUMO HTRF inh: SUMOylation inhibition. P63279. 290,000 tested, 0.36% active. AID 2006. inhibition, % at 35 µM. HTRF SUMOylation assay, SAE1/SAE2 + UBC9, in vitro; in the data active means inhibition above about 50%, passing the limit was not always enough; further: strong numbers were not always called active
Target sequence (P63279 whole entry, looked up): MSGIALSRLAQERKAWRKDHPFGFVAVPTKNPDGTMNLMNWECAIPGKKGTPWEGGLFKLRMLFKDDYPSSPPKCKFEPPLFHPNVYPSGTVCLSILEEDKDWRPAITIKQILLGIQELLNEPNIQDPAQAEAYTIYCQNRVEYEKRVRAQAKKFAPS
IDE act: IDE (human) activation, cell-based | HEK cells, FAbeta-B cleavage, fluorescence polarization; 0% vehicle, 100% cell-free pure enzyme wells | activation, % at 5.96 µM | 340,000 tested, 0.073% active | AID 493087;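 active means activation above the mean of all tested compounds plus 3 SD, set per screening campaign, cut at about 17% in these data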
PfM18AAP inh: PfM18AAP enzyme inhibition; recombinant PfM18AAP, H-Glu-NHMec fluorogenic cleavage; inhibition, % at 7.35 µM; 290,000 tested, 1.2% active; AID 1822;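 active means inhibition above the campaign mean inhibition over all tested compounds plus 3 SD, cut at about 28% in these data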;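 further: 0% = plate median of test compound wells and 100% = 2 mM ZnCl2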
NALP1 yeast inh: inhibitors of NALP1 inflammasome in yeast. inhibition, % at 10 µM. S. cerevisiae NALP1/ASC/caspase-1 growth, X-gal OD620, 72 h. 280,000 tested, 0.61% active. AID 2071; in the data active means inhibition mostly above about 24%, no sharp cut-off; inactive means mostly below about 32%; further: some compounds called inactive have numbers as strong as hits
MEKK3 PB1 HTS: MEKK3-MEK5 PB1 interaction, increase or decrease | Q99759 | bead-based flow cytometry, Alexa488-MEK5 binding to MEKK3; actives lie on both sides; 0 = blocked by unlabeled MEK5, 100 = vehicle | binding response (% of control), % at 10 µM | 290,000 tested, 1.4% active;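 active means binding response more than 3 SD above or below the average of its plate-row segment, actives on both sides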;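 further: Alexa488 bead fluorescence after subtracting the streptavidin-only scavenger bead signal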
Target sequence (Q99759 whole entry, looked up): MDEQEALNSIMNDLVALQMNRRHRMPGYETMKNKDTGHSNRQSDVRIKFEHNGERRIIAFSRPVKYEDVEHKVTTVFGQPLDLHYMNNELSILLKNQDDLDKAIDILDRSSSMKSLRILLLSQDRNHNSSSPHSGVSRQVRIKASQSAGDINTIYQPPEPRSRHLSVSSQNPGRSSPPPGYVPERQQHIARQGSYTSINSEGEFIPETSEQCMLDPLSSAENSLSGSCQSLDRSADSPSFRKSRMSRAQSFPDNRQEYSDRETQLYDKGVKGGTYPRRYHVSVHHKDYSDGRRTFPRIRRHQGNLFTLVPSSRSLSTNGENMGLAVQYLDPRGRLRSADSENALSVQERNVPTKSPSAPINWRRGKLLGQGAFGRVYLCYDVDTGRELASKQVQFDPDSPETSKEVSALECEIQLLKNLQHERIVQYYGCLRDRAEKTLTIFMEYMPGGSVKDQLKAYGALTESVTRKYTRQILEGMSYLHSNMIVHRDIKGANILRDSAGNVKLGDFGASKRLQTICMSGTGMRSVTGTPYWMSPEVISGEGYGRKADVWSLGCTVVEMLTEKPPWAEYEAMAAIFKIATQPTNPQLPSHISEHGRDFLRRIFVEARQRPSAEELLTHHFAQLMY
IDE inh: inhibitors of human insulin-degrading enzyme in cells; P14735; HEK cells, FAbetaB cleavage, fluorescence polarization; inhibition, % at 5.59 µM; 320,000 tested, 0.41% active;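 active means percent inhibition above the average of all tested compounds plus 3 SD, set per screening campaign, cut at about 16% in these data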;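 further: IDE supplied by intact live HEK cells; FP after avidin binding of uncleaved biotin substrate so inhibition keeps polarization high; 0% = DMSO wells and 100% = 60 µM reference IDE inhibitor Ii1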
Numbers without * were called inactive; / = not tested or not shown; [ ] = dose if it differs, or a comment. Only part of the results is shown (hit frequency here may not be typical).

MEKK2 WT-MEK5	MEKK2 mut-MEK5	p-CIP stab down	SUMO HTRF inh	IDE act	PfM18AAP inh	NALP1 yeast inh	MEKK3 PB1 HTS	IDE inh	Structure
106.0	11.0	8.6	-1.7	1.7	6.3	29.8	110.0	-1.8	COc1ccc2cc(CCNC(=O)C(C)(C)C)c(=O)[nH]c2c1
98.0	-4.0	-7.4	0.3	5.2	-8.1	3.9	102.0	0.1	CCOC(=O)c1nnc(-c2ccccc2)nc1Sc1ccccc1Cl
104.0	13.0	-0.4	-17.3	-0.3	6.1	/	105.0	4.4	CCOC(=O)C1=C(C)N(c2ccccc2)C(=O)/C1=C\c1ccc(O)c(OC)c1
97.0	-1.0	1.7	-13.0	-0.4	13.9	10.3	101.0	5.6	CC(=O)Oc1ccc(N(C(C)=O)S(=O)(=O)c2ccc(Cl)cc2)c2ccccc12
105.0	4.0	1.9	6.5	7.1	-1.6	16.5	113.0	-2.7	Clc1ccc(C2=NCCN2)cc1
108.0	-3.0	-14.4	-0.8	1.5	-0.1	12.0	103.0	-3.4	CCOC(=O)c1sc2ncnc(NCC(c3cccs3)N(C)C)c2c1C (stereo not given)
102.0	4.0	-1.1	/	-4.5	5.8	-3.4	103.0	6.3	COc1ccc(CNC(=O)[C@H](C)NC(=O)N2CCn3c2nc2ccccc23)cc1
99.0	14.0	2.8	-0.9	2.5	-9.7	12.5	102.0	-5.2	CCN(CC)CCOC(=O)C(Cc1cccc2ccccc12)CC1CCCO1 (stereo not given)
106.0	5.0	-8.2	32.6	9.6	0.5	1.8	107.0	1.1	COC(=O)c1cc(=O)nc2sc(-c3cccs3)nn12
106.0	5.0	-9.0	-14.3	3.9	8.2	/	109.0	6.3	CN(C)c1ccc(C(=O)Nc2ccc(CN3CCS(=O)(=O)CC3)cc2)cc1
105.0	6.0	0.9	-2.0	-1.7	0.8	10.1	103.0	-6.7	COc1ccc(NC(=O)NCCCCc2ccccc2)c(OC)c1
102.0	5.0	1.1	-6.2	1.2	-1.6	14.8	104.0	1.8	Cc1cccc(C(=O)OCC(=O)NC(=O)Cc2ccccc2)c1O
102.0	-3.0	-9.2	5.0	1.8	0.0	-1.3	103.0	1.4	COc1ccc(/C=C(\NC(=O)c2ccc(OC)cc2)C(=O)NC(CCSC)C(=O)O)cc1 (stereo not given)
106.0	2.0	8.8	17.1	-5.7	-7.0	3.5	104.0	3.6	O=C(NCc1cccnc1)c1ccc2c(c1)OCO2
100.0	9.0	-5.1	12.4	7.5	-12.2	/	106.0	5.6	CC1(C)CC(=O)C(N=Nc2ccc(S(=O)(=O)N3CCOCC3)cc2)=C(O)C1
101.0	-2.0	15.9	6.0	2.9	0.7	-0.5	104.0	-5.3	CC(=O)Nc1ccc(/C=N/NC(=O)c2cccs2)cc1
108.0	8.0	-1.3	0.0	-4.7	-3.8	3.8	102.0	1.2	Cc1ccccc1NC(=O)Cc1nc(COC(=O)CCOc2ccccc2)cs1
91.0	-1.0	8.2	-12.3	-0.2	-14.2	17.0	59.0*[inhibitor]	-0.2	COc1ccc(NC(=S)N2CCCC2)cc1
110.0	13.0	-5.0	20.0	-1.2	33.5*	10.1	107.0	1.8	CC1=C(C(=O)O)N2C(=O)C(NC(=O)c3ccccc3Cl)C2SC1 (stereo not given)
95.0	-12.0	-11.9	19.2	0.2	4.4	-10.2	83.0	4.4	CSc1nc(C)cc(-n2cc(F)c(=O)[nH]c2=O)n1
102.0	3.0	-10.6	12.3	0.9	6.8	-22.2	101.0	-0.1	O=C(NCc1n[nH]c(=S)n1-c1cccc(C(F)(F)F)c1)c1ccc(S(=O)(=O)N2CCCCC2)cc1
100.0	-1.0	-9.6	30.0	-4.2	4.2	22.7	99.0	0.1	Cc1c(C(=O)O)sc2nc(/C=C/c3cccc(F)c3)[nH]c(=O)c12
100.0	2.0	-8.8	0.0	9.1	-2.6	16.6	100.0	-1.1	Cc1ccc2oc(=O)cc(CN3CCC(C)CC3)c2c1
110.0	12.0	-4.3	-2.4	7.5	-2.9	11.2	108.0	2.0	Cc1cc2oc3c(c(=O)c2cc1C)C(c1ccc(F)cc1)N(CCCN1CCOCC1)C3=O (stereo not given)
93.0	-15.0	8.6	28.3	-8.9	1.9	/	90.0	4.9	CC(C)n1c(SCC(=O)N2CCN(C(=O)c3ccco3)CC2)nc2c1c(=O)n(C)c(=O)n2C
103.0	11.0	7.3	-3.0	4.3	3.9	-3.4	103.0	6.4	O=C(CN1CCOCC1)n1c2ccccc2c2ccccc21
106.0	9.0	-19.1	3.5	0.1	9.3	0.2	108.0	2.9	CC(=O)Nc1ccc(Nc2nnc(-c3ccc(O)cc3)c3ccccc23)cc1
106.0	5.0	1.0	3.7	-1.4	0.0	2.8	104.0	2.4	COc1ccc(CCN2CC(C(=O)N3CCC(O)(c4ccccc4)CC3)CCC2=O)cc1 (stereo not given)
94.0	-10.0	-0.3	11.9	/	-7.8	11.3	93.0	4.3	C=CCn1c(SCc2ccc(F)cc2)nnc1-c1sc2nc(C)cc(C)c2c1N
91.0	-8.0	1.5	-9.4	6.5	-3.2	-13.1	110.0	10.3	CC1=NN(c2ccc([N+](=O)[O-])cc2)C(c2ccccc2)C1 (stereo not given)

Filtered by structure, the compounds so far with a COOH group.
MEKK2 WT-MEK5	MEKK2 mut-MEK5	p-CIP stab down	SUMO HTRF inh	IDE act	PfM18AAP inh	NALP1 yeast inh	MEKK3 PB1 HTS	IDE inh	Structure
102.0	-3.0	-9.2	5.0	1.8	0.0	-1.3	103.0	1.4	COc1ccc(/C=C(\NC(=O)c2ccc(OC)cc2)C(=O)NC(CCSC)C(=O)O)cc1 (stereo not given)
110.0	13.0	-5.0	20.0	-1.2	33.5*	10.1	107.0	1.8	CC1=C(C(=O)O)N2C(=O)C(NC(=O)c3ccccc3Cl)C2SC1 (stereo not given)
100.0	-1.0	-9.6	30.0	-4.2	4.2	22.7	99.0	0.1	Cc1c(C(=O)O)sc2nc(/C=C/c3cccc(F)c3)[nH]c(=O)c12

Continued.
MEKK2 WT-MEK5	MEKK2 mut-MEK5	p-CIP stab down	SUMO HTRF inh	IDE act	PfM18AAP inh	NALP1 yeast inh	MEKK3 PB1 HTS	IDE inh	Structure
101.0	1.0	-3.0	-1.2	-2.3	-14.6	18.3	103.0	0.1	O=S(=O)(NCCC(c1ccc(F)cc1)c1ccco1)c1ccccc1 (stereo not given)
105.0	-1.0	-12.5	15.1	-4.1	-1.9	24.1	103.0	0.0	O=C(Cc1c(Cl)cccc1Cl)NCCc1ccc(Cl)cc1
98.0	-2.0	-0.8	12.1	3.1	-8.3	1.0	93.0	-0.5	CC(=O)Nc1ccc(CN2CCCC(C(=O)c3ccc(C(F)(F)F)cc3)C2)cc1 (stereo not given)
110.0	7.0	20.1	-6.9	5.8	-7.5	12.1	104.0	-0.2	COc1ccc(N2CC(O)(c3ccc(OC(F)F)cc3)[N+]3=C2CCCC3)cc1 (stereo not given)
105.0	2.0	-5.6	-1.8	3.7	-4.3	23.4	150.0*	-1.6	O=C(Nc1ccc(Br)cc1)C1CCN(C(=O)c2ccc(F)cc2)CC1
101.0	0.0	-2.4	7.3	3.0	-8.6	1.5	102.0	-1.0	Cc1cccc(CC(C)NC(=O)c2cc(COc3ccc(F)cc3F)on2)n1 (stereo not given)
101.0	2.0	-11.5	1.4	5.0	-3.5	1.0	101.0	-1.6	CSc1ccc(CCNC(=O)CCc2nnc3ccc(N4CCCCC4)nn23)cc1
95.0	-2.0	2.4	-13.9	8.9	-0.9	36.7	96.0	7.5	O=C(c1sc2cc(F)ccc2c1Cl)N1CCN(c2ccccc2)CC1
106.0	4.0	-8.9	42.3	1.2	3.3	2.9	104.0	1.9	COC(=O)c1sc2nc(C)cc(C)c2c1N
113.0	13.0	-2.1	10.5	0.3	-5.4	15.5	110.0	-5.3	COC(=O)c1cccc(COC(=O)c2cc3ccccc3oc2=O)c1
106.0	-4.0	-14.2	31.3	1.9	1.1	7.7	100.0	5.2	CCC1CCCCN1CCCNC(=O)Cn1ncn2nc(-c3ccc(OC)cc3)cc2c1=O (stereo not given)
88.0	-5.0	8.0	19.6	7.7	3.3	-12.3	83.0	1.2	O=c1[nH]c(-c2ccc(Cl)cc2)cs1
103.0	4.0	0.2	9.9	2.9	3.6	14.3	103.0	2.7	CCn1c(SCC(=O)N2CCCCC2)nnc1-c1ccc(S(=O)(=O)N2CCN(C)CC2)cc1
94.0	-5.0	-0.3	-6.4	5.5	1.4	6.8	95.0	1.4	Cn1c(=O)cc(SCC(=O)NCCCN2CCOCC2)c2ccccc21
106.0	6.0	-9.4	-0.8	-7.3	0.1	/	106.0	-0.2	CC(=O)c1csc(CS(=O)(=O)c2ccccn2)n1
99.0	-24.0	-10.5	4.8	6.0	1.2	/	96.0	5.5	O=C(Nc1cc(F)c(Br)cc1F)c1ccc(Cl)cc1
99.0	-5.0	4.1	16.9	/	-9.6	-3.5	106.0	0.6	C#CCOCCOCCOCCNc1nc(N2CCN(C(=O)[C@H](Cc3ccc(O)cc3)n3cc(CCO)nn3)CC2)nc(N2CCN(C(=O)[C@H](Cc3ccc(O)cc3)n3cc(CCO)nn3)CC2)n1
101.0	3.0	-6.3	22.3	0.3	-10.6	-17.0	102.0	1.8	COCCn1nnnc1C(c1cc2cc(C)cc(C)c2[nH]c1=O)N1CCN(c2ccccc2F)CC1 (stereo not given)
83.0	-11.0	-12.3	10.6	-0.3	-8.7	0.6	92.0	1.7	O=C(Cc1ccc(F)cc1)N1CCC(N2CCC(C(=O)N3CCOCC3)CC2)CC1
105.0	-1.0	-6.7	8.2	2.2	-8.8	1.7	114.0	-7.7	CC1(C)CNC(=O)c2sc(NC(=O)c3ccccc3)nc2C1
98.0	-3.0	6.5	9.5	3.3	17.7	3.3	100.0	/	CCCOc1cccc(C(=O)N/N=C/c2coc3ccccc3c2=O)c1
107.0	1.0	7.0	0.9	5.7	-1.9	11.0	102.0	1.6	Cc1nn(-c2cccc(C(F)(F)F)c2)c(=O)c2ccccc12
107.0	4.0	-16.1	1.1	3.6	-4.9	11.6	103.0	3.3	CCCCn1c(SCC(=O)N2CCOCC2)nc2c1c(=O)n(C)c(=O)n2C
106.0	1.0	-4.5	-3.5	-2.2	6.8	13.1	115.0	-2.4	CCOC(=O)c1cc[n+](CC(=O)c2ccc(F)cc2)cc1
112.0	11.0	-5.5	42.8	-3.2	-1.2	32.6	107.0	-1.2	COc1ccccc1N1CCc2c(C)nc3c(OC)cccc3c21
107.0	3.0	-0.3	4.6	5.2	6.8	-1.8	118.0	-6.0	O=C(CCn1c(=O)c2sccc2n(CC(=O)OCc2ccccc2)c1=O)NCc1ccccc1
102.0	8.0	-2.7	-7.8	-4.3	31.2*	12.5	112.0	1.1	COc1cc(OC)cc(C(=O)NNc2nc3cc4c(cc3s2)OCO4)c1
100.0	-1.0	4.4	-9.0	7.3	-3.8	17.9	100.0	7.5	CC(NC(=O)c1ccc([N+](=O)[O-])cc1[N+](=O)[O-])c1ccc(-c2ccccc2)cc1 (stereo not given)
91.0	11.0	-0.8	7.0	-1.9	0.2	-82.5	84.0	-0.3	Cc1ccc(NC(=O)CCN2C(=O)CSC2=O)cc1
95.0	-2.0	-2.8	16.3	1.2	13.9	19.6	97.0	5.0	O=C(NC(=S)N1CCCCC1)c1cccs1
99.0	-7.0	0.3	8.5	2.8	-6.3	17.4	100.0	0.4	COC(=O)c1ccccc1NC(=O)CSc1nncn1-c1cccnc1
94.0	-13.0	-2.6	28.7	-3.0	18.3	-19.3	93.0	2.7	N#C/C(=C/c1ccco1)C(N)=S
101.0	3.0	-13.7	26.2	-1.2	9.9	23.0	99.0	1.0	O=c1[nH]c2ccc(NS(=O)(=O)c3ccc(F)c(Cl)c3)cc2[nH]1

Screens (PubChem BioAssay)
